# Pf growth 96h: P. falciparum growth inhibition at 96 hour, primary screen for plastid delayed-death inhibitors; P. falciparum luciferase reporter growth, 96 h; Potency, µM (doses to about 28.7 µM), inactives show at the highest dose activity change, negative = inhibition, usual class: inhibitors; 320,000 compounds, 6.9% hits; AID 504834; note: potency is the fitted concentration of half-maximal effect; % is set by controls: 0 for no effect and ±100 for the full control effect
#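 P. falciparum expressing integrated firefly luciferase grown in erythrocytes (2% hematocrit, 0.05% parasitemia final) with compounds for 96 hours at 37 C, 5% CO2. Growth inhibition read as loss of luminescence after adding luciferase detection reagent.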
# Cycloheximide cs: affects cycloheximide protein synthesis inhibition readout, counter-screen; cell reporter, cycloheximide protein synthesis inhibition counterscreen; 300,000 compounds, 12% hits; max response, %; in the data active = max response mostly above about 13%, no sharp cut-off; inactive = mostly below about 14%; note: read at 38.3 µM for the half of the compounds with a filed dose; 0% is about no effect
# AmpC no deterg: inhibitors of E. coli AmpC beta-lactamase without detergent. P00811. 330,000 compounds, 0.52% hits. AmpC nitrocefin hydrolysis, absorbance 480 nm, 0.0001% Triton. AID 485341. Potency, µM (titrated, usually from 57.1 µM), inactives show at the highest dose activity change, negative = inhibition, most hits filed as inhibitors;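 note: potency is the fitted concentration of half-maximal effect; plate controls were no compound for no effect and no enzyme for full effect; nearly all actives have a fitted effect of over 20% in size; some results filed as inactive show a strong effect at the top dose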
# Target sequence (P00811 whole entry, looked up): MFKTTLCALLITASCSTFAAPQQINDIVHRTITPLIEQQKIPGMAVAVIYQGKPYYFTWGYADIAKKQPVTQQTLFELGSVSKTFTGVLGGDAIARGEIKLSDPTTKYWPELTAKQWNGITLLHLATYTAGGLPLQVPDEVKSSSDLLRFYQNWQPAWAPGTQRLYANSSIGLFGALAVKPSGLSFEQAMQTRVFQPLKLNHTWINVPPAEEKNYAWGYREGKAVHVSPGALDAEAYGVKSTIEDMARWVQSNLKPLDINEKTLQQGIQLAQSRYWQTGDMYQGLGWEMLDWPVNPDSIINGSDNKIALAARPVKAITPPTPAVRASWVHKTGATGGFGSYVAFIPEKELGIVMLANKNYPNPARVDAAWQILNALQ
#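 AmpC (5.3 nM in the dispensed reagent) in 20 mM phosphate pH 7.0 with 0.01% (detergent screen) or 0.0001% Triton X-100 was preincubated with compounds for 15 min at room temperature. Nitrocefin was then added from an 800 uM solution, and hydrolysis was followed at 480 nm.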
# TbPYK inhibitor: blocks Trypanosoma brucei pyruvate kinase; Q57TT1; TbPYK enzyme, Kinase-Glo Plus ATP luminescence, 45 min; Potency, µM (highest dose often 76.8 µM), for the others: at the highest dose activity, negative = inhibition, most hits filed as inhibitors; 410,000 compounds, 0.12% hits; note: potency is the fitted concentration of half-maximal effect; % is set by controls: 0 for no effect and ±100 for the full control effect; nearly all actives have a fitted effect of over 50% in size
#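 In this concentration-response screen, enzyme-free wells defined baseline while DMSO plates tracked drift. Each reaction combined TbPYK, substrate, compound and 130 uM ADP for 45 min at room temperature. Kinase-Glo Plus luminescence gave the signal.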
# Pf growth 48h: P. falciparum growth inhibition at 48 hours (one generation). Potency, µM (doses to about 28.7 µM), for inactives: top-dose activity change, negative = inhibition, hits mostly inhibitors. 310,000 compounds, 5.9% hits. P. falciparum luciferase growth in erythrocytes, 48 h. AID 504832; note: potency is the fitted concentration of half-maximal effect; % is set by controls: 0 for no effect and ±100 for the full control effect
#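 Compounds are pin-transferred into medium, infected erythrocytes (2% hematocrit, 0.1% parasitemia final) are added, and plates sit one parasite generation at 37 C in 5% CO2. Detection reagent is then added and luminescence measured.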
# LmPK inh: inhibitors of Leishmania mexicana pyruvate kinase; Q27686; purified LmPK, Kinase-Glo ATP luminescence, 1 h; Potency, µM (doses to about 57.5 µM), for inactives: at the top dose activity change, negative = inhibition, actives largely listed as inhibitors; 290,000 compounds, 0.37% hits; AID 1721; note: potency is the fitted concentration of half-maximal effect; % is set by controls: 0 for no effect and ±100 for the full control effect
# Target sequence (Q27686 whole entry, looked up): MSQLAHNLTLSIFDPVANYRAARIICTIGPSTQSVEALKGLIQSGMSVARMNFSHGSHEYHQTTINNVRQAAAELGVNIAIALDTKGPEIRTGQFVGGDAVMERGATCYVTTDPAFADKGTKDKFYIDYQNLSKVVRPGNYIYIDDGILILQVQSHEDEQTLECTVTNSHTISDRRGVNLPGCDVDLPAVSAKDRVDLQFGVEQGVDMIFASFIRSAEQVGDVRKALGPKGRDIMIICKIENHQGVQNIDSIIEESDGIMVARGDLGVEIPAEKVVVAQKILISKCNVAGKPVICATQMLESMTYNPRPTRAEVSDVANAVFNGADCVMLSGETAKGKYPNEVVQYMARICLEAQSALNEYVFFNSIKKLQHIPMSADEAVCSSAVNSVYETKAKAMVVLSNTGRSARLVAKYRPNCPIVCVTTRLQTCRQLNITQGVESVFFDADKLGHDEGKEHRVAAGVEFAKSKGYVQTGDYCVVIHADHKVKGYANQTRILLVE
#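 In 50 mM imidazole pH 7.2 with 7 mM MgCl2, LmPK (0.1 nM) turned over PEP (0.5 mM) and ADP (0.1 mM) for 1 h at room temperature. Luciferase read-out of ATP.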
# Shiga inhibitor: inhibitors of Shiga toxin in Vero cells. Vero cells, Shiga toxin protein synthesis inhibition reporter. inhibition, % at 38.7 µM. 290,000 compounds, 9.2% hits. AID 2315; in the data active = inhibition mostly above about 28%, no sharp cut-off; inactive = mostly below about 43%; note: 0% is about no effect
# An asterisk follows results filed as active; u = inconclusive; x = not tested or not shown; & = joins results of further samples; [ ] = remark or other dose. Unless noted, calls come from the whole dose curve; as a rule, active = well fitted curve in the direction sought with a large enough effect; inconclusive = small, poorly fitted or top-dose-only effect, or another doubt; inactive = no such curve, though single readings can be large; an effect the other way counts as inactive or inconclusive.
SMILES,Pf growth 96h,Cycloheximide cs,AmpC no deterg,TbPYK inhibitor,Pf growth 48h,LmPK inh,Shiga inhibitor
CC(C)(C)C1CCC2(CC1)NC(=S)N(c1ccccc1)N2 (stereo not drawn),u,24*,-25%,-10%,u,1%,42*
O=C(CCCC(=O)N(CC(=O)NC1CCCC1)Cc1ccc(F)cc1)Nc1ccccn1,u,-4,3%,-5%,7%,-6%,-17
COC(=O)C1=C(C)N(c2cccc(C(C)=O)c2)C(=O)C1,x,-3,x,1%,-12%,-2%,-10
CSc1nc(=O)n2cc(C)ccc2n1,5%,7,-16%,-1%,20%,-4%,18
C/C(=N\NC(=O)c1cccc(S(=O)(=O)Nc2cccc(Cl)c2)c1)c1cccs1,u,0,u,0%,13%,-2%,-3
COc1ccc(-c2cc(C(=O)NNC(=O)c3csc(N4CCOCC4)n3)c3ccccc3n2)cc1OC,13µM*,x,190%[activator],-9%,u,x,x
O=[N+]([O-])c1ccc(-c2nn(-c3ccccc3)cc2/C=N/n2c(-c3cccs3)n[nH]c2=S)cc1,u,-2,-23%,-23%,u,4%,10
C=CCSc1cc(C)nc2c(-c3ccccc3)c(C)nn12,10µM*,25*,31%,-16%,u,-1%,13
N#C/C(=C/c1ccc(N2CCOCC2)c([N+](=O)[O-])c1)C(N)=O,x,-2,-15%,-15%,1%,3%,-29
Cc1cc(C)cc(OCC(=O)OC/C(O)=C(\C#N)c2nc3ccccc3[nH]2)c1,62%[activator],7,-24%,-3%,17%,-5%,21
CC(C)N(Cc1ccccc1)S(=O)(=O)c1ccc(F)cc1,-41%,-3,-28%,0%,u,-2%,x
COc1ccccc1NC(=O)N1CCN(Cc2ccc3c(c2)OCO3)CC1,0%,-2,6%,21%,19%,-1%,1
Cc1cc2ncn(CC3CC3(Cl)Cl)c2cc1C (stereo not drawn),9%,10,-11%,2%,6%,5%,9
CC(=O)c1c(N2CCN(c3ccccc3)CC2)nc(=S)n(-c2ccccc2)c1C,-12%,-1,45%,3%,u,-1%,13
COc1ccc(N2CCN(Cc3nc(N)nc(Nc4ccccc4OC)n3)CC2)cc1,u,-4,94%[activator],-1%,-29%,5%,22
CCOc1ccc(NC(=S)NCc2cccnc2)cc1,6%,7,-19%,-4%,46%[activator],0%,5
CCCCC(CC)COC(=O)CC(C(=O)OCC(CC)CCCC)S(=O)(=O)O (stereo not drawn),-2%,-6,x,2%,-4%,x,-7
O=C(NCc1ccco1)C(=O)c1cn(CC(=O)N2CCCC2)c2ccccc12,22%,8,4%,-11%,-15%,8%,7
Cc1cccc(NC(=O)c2nc[nH]c2C(=O)N[C@@H](C)C(=O)OC(C)(C)C)c1,u,4,102%[activator],109%[activator],u,9%,3
O=c1cc(-c2ccccc2Cl)oc2c(NS(=O)(=O)c3cccc4nsnc34)ccc(O)c12,-2%,-4,-36%,7%,-3%,12%,-2
Cc1cc(=O)n(-c2ccccc2Cl)[nH]1,24%,-2,-26%,6%,-8%,2%[11.5 µM],-7
Cc1ccnc2c(N3C(=O)C4C5C=CC(C5)C4(C)C3=O)cccc12 (stereo not drawn),u,-3,7.1µM*,-1%,8%,-5%,7
Cc1ccnc(SC2CC(=O)N(c3ccc(C(C)C)cc3)C2=O)n1 (stereo not drawn),u,-3,23%,-8%,-28%,1%,8
Cc1ccc(C(CC(=O)c2ccc(Cl)cc2)C(=O)O)cc1 (stereo not drawn),11%,0,-16%,-8%,4%,-5%,2
O=C(Nc1ccccc1F)c1cc(Cl)sc1Cl,23%,31*,-18%,-6%,x,-1%,72*
CNC(=S)N(C1=NCC(c2ccc([N+](=O)[O-])cc2)S1)c1ccccc1 (stereo not drawn),13µM*,39*,-41%,4%,-33%,3%,56*
Cc1cc(NC(=O)c2ccc(S(=O)(=O)N(C)C)cc2)n(-c2ccccn2)n1,0%,-1,-6%,8%,-1%,-3%,39
CCN(CC(=O)NCc1cccs1)C(=O)c1ccc(NS(=O)(=O)c2ccc(F)cc2)cc1,-1%,x,-13%,-1%,-7%,x,x
C/C(=N\NC(=O)c1ccc(Cn2cc(Br)cn2)o1)c1cccc(NC(=O)C(C)C)c1,12µM*,20*,-7%,3%,-15%,-1%,9
Cc1cccc(NC(=O)CCNS(=O)(=O)c2cc(Br)cnc2N)c1C,4%,3,-20%,-1%,17%,1%,-2
COc1ccc(S(=O)(=O)N2CCCC2)cc1OC,u,1,1%,4%,-20%,2%,-4
O=C(Nc1ccc(Cl)cc1Cl)C1=Cc2ccccc2OC1,134%[activator],54*,-23%,0%,x,-1%,68*
CC(=O)N[C@@H](Cc1ccc(O)cc1)C(=O)N[C@H](C(=O)N[C@@H](C)C(=O)N[C@H](C#N)CC(=O)O)C(C)C,9%,x,-12%,x,1%,x,x
CN(c1ccc(C(=O)N2CCCCCC2)cc1)S(=O)(=O)c1ccc(Cl)cc1,26%,-4,80%[activator],3%,u,-1%,-7
O=C(O)CN1C(=O)c2cccc3c(Br)ccc1c23,u,1,-19%,-1%,u,-1%,-7
CC1CCCC(C)N1C(=O)COC(=O)Cc1ccc(F)cc1 (stereo not drawn),1%,4,-8%,-1%,-17%,2%,-3
COc1ccc(Cc2nnc(N/N=C/c3ccccc3O)[nH]c2=O)cc1OC,u,-1,-31%,-7%,u,3%,-15
CCN(c1ccc(OC)cc1)S(=O)(=O)c1ccc(-c2ccc(=O)[nH]n2)o1,26%,0,-9%,0%,8%,-5%,13
CC(NC(=O)OC(C)(C)C)C(=O)N1CCCC1C(=O)NC(Cc1ccccc1)C(N)=O (stereo not drawn),u,2,16%,-1%,13%,-2%,-6
COc1ccc(S(=O)(=O)NCC2CCCN(CC(C)(C)C)C2)cc1 (stereo not drawn),u,6,-7%,4%,u,3%,-4
O=C(c1ccc(N2CCCCCC2)c([N+](=O)[O-])c1)N1CCC2(CC1)OCCO2,0%,-7,98%[activator],-1%,33%[activator],-2%,-27
CC(=O)[C@]1(O)Cc2c(O)c3c(c(O)c2[C@@H](O[C@H]2C[C@H](N)[C@H](O)[C@H](C)O2)C1)C(=O)c1ccccc1C3=O,2.7µM*,x,x,0%&1%,3.8µM*,x,x
CCOC(=O)C(C(=O)OCC)C(CC(=O)C1CC1)c1ccccc1 (stereo not drawn),x,-4,23%,4%,19%,-6%,-11
Cc1cccc(OCCNC(=O)c2ccc(Oc3ccc(C(F)(F)F)cc3[N+](=O)[O-])cc2)c1,430%[activator],-3,-37%,-5%,80%[activator],2%,-16
Cc1cccc(NC(=O)CSc2nnc(CCC(=O)Nc3ccc(C)c(Cl)c3)n2C)c1,1%,-2,15%,6%,u,0%,-11
CCOc1cc(NC(=O)c2ccco2)c(OCC)cc1NC(=O)CCC(=O)NCc1cccnc1,-10%,-2,175%[activator],-5%,-11%,-2%,51
Cn1nc(-c2ccc(Cl)cc2)c2cc(C(=O)N3CCN(C(=O)c4ccco4)CC3)sc21,u,0,6%,-2%,x,12%,-15
Cc1ccc(Cn2c(C)c3cnn(CC(=O)N4CCC5(CC4)OCCO5)c(=O)c3c2C)cc1,u,-1,135%[activator],1%,u,1%,1
C/C(=N\NC=O)c1ccncc1,63%[activator],2,5%,0%,33%[activator],-3%,-4
O=C(Nc1ccc2[nH]c(=O)[nH]c2c1)C(F)(F)F,45%[activator],-1,-6%,5%,13%,0%,-12
COC(=O)Nc1ccc2c(c1)ncn2C1CCCCC1,x,23*,-10%,x,69%[activator],0%,31*
CCN(c1ccccc1)S(=O)(=O)c1ccc(N2CCN(c3ccccc3O)CC2)nc1,9.3µM*,x,-31%,0%,6.6µM*,x,x
O=C(O)c1cc(-c2ccccc2)nc2nc(N3CCCCC3)sc12,-29%,1,-18%,x,-17%,1%,-4
O=C(O)c1cc([N+](=O)[O-])cc2c1C=Cc1ccccc1O2,-19%,-3,-24%,-3%,18%,-6%,-5
Cc1cc(C(=O)NCc2ccccc2)no1,-13%,-3,-19%,-26%,9%,-14%,61
Cn1cnnc1SCCNS(=O)(=O)c1ccccc1,x,-2,-17%,-7%,9%,2%,-12
Cc1ccc(C(=O)OCC(=O)c2c[nH]c3ccccc23)cc1S(=O)(=O)N1CCOCC1,u,x,-31%,-3%,u,x,x
Cc1ccc(C(=O)N/C(=C/C=C/c2ccccc2)C(=O)NCc2ccco2)cc1,37%[activator],14*,-25%,1%,u,-2%,28
O=C(CSc1ccc2nnc(-c3ccccn3)n2n1)Nc1ccc(F)cc1,50%[activator],-2,9%,-6%,26%,-7%,-1
Cc1cc(C)c2cc(CN(Cc3nnnn3C3CCCCC3)CC3CCCO3)c(=O)[nH]c2c1 (stereo not drawn),4%[5.75 µM],-8,99%[activator],-2%,13µM*,12%,-8

# Of the compounds above, these contain a tert-butyl group.
SMILES,Pf growth 96h,Cycloheximide cs,AmpC no deterg,TbPYK inhibitor,Pf growth 48h,LmPK inh,Shiga inhibitor
CC(C)(C)C1CCC2(CC1)NC(=S)N(c1ccccc1)N2 (stereo not drawn),u,24*,-25%,-10%,u,1%,42*
Cc1cccc(NC(=O)c2nc[nH]c2C(=O)N[C@@H](C)C(=O)OC(C)(C)C)c1,u,4,102%[activator],109%[activator],u,9%,3
CC(NC(=O)OC(C)(C)C)C(=O)N1CCCC1C(=O)NC(Cc1ccccc1)C(N)=O (stereo not drawn),u,2,16%,-1%,13%,-2%,-6
COc1ccc(S(=O)(=O)NCC2CCCN(CC(C)(C)C)C2)cc1 (stereo not drawn),u,6,-7%,4%,u,3%,-4

# The listing continues:
SMILES,Pf growth 96h,Cycloheximide cs,AmpC no deterg,TbPYK inhibitor,Pf growth 48h,LmPK inh,Shiga inhibitor
O=S(=O)(NC1CCSc2ccccc21)c1ccc(Cl)nc1 (stereo not drawn),-29%,9,-32%,-1%,-4%,-4%,19
COc1ccc(S(=O)(=O)Nc2ccccc2)cc1OC,136%[activator],-1,-10%,-9%,u,8%,-12
CCN1C(=O)/C(=C/N(C)c2ccccc2)OC1=S,-6%,25*,1%,-4%,46%[activator],-8%,67*
CCOC(=O)N/C(N)=N/c1nc2ccccc2s1,-4%,34*,-23%,x,236%[activator],0%,66*
O=C(CSC1c2ccccc2-c2ccccc21)N/N=C/c1ccc(C(=O)O)cc1,432%,1,-36%,0%,u,-4%,-12
CC(NC(=O)Nc1ccc(Cl)c(Cl)c1)C(c1ccccc1)N1CCOCC1 (stereo not drawn),5.2µM*,2,-5%,1%,u,-1%,-13
COC(=O)c1cc(OC)nc(OC)c1,27%,1,-13%,0%,44%[activator],3%,8
Cc1nc2cc(NS(=O)(=O)c3c(C)c(C)cc(C)c3C)ccc2s1,u,3,3%,-10%,u,3%,20
O=C1CCC(CCC(=O)N2CCCC(C(=O)c3cccc(C(F)(F)F)c3)C2)=NN1 (stereo not drawn),13%,11*,13%,-4%,47%[activator],1%,15
O=C(C[n+]1ccc(-c2nnc3n2CCC3)cc1)c1ccc(Cl)cc1,-24%,-2,-17%,1%,12%,-5%,-11

# Screening results from PubChem BioAssay.

# This is a random part of the collection. Share with any hit: about 22%.
